Bioassay records deposited in PubChem BioAssay by Broad Institute.
miR-122 sensor = inhibitors of miR-122 in Huh7 cells; activation (reporter increase), % at 12.5 µM; AID 602342; Huh7 miR-122 Renilla luciferase sensor, 48 h; neutral wells = 0, positive control = 100; 340,000 compounds, 0.3% hits;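 active means mean replicate activation score at least 90 and every replicate individually at or above 90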;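 further: higher luciferase means less miR-122 activity so hits act as miR-122 inhibitors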
PglD inh = PglD (C. jejuni) enzyme inhibition | purified PglD enzyme, DTNB colorimetric CoA detection | inhibition, % at 12.5 µM | 360,000 compounds, 0.098% hits | AID 602405; in the data active means inhibition above about 16%, passing the limit was not always enough; further: strong numbers were not always called active
RAD54 branch = blocks human RAD54 Holliday junction branch migration; inhibition, % at 10.4 µM; 360,000 compounds, 0.14% hits; FAM/BHQ fluorescence; Q92698;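 active means mean normalized replicate activity at least 40 and at least half of replicates scoring 40 or more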;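 further: 0% = median of neutral control wells and 100% = median of positive control wells; inhibitors cause a drop in the FAM fluorescence signal; in these data hits start at about 50%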
E-selectin induc = induces E-selectin expression in human endothelial cells | 260,000 compounds, 0.37% hits | AID 686992 | activation, % at 7.58 µM | P16581 | HUVEC E-selectin immunofluorescence imaging; normalized: neutral wells 0, TNF-alpha wells 100;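 active means mean E-selectin-positive cell signal at least 10% of the positive control, reached in at least 60% of replicates, without over 20% cell loss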;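 further: in these data hits start at about 27%; measured in HUVEC primary endothelial cells; signal is the percent of cells scored E-selectin positive by PE staining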
Target sequence (P16581 whole entry, looked up): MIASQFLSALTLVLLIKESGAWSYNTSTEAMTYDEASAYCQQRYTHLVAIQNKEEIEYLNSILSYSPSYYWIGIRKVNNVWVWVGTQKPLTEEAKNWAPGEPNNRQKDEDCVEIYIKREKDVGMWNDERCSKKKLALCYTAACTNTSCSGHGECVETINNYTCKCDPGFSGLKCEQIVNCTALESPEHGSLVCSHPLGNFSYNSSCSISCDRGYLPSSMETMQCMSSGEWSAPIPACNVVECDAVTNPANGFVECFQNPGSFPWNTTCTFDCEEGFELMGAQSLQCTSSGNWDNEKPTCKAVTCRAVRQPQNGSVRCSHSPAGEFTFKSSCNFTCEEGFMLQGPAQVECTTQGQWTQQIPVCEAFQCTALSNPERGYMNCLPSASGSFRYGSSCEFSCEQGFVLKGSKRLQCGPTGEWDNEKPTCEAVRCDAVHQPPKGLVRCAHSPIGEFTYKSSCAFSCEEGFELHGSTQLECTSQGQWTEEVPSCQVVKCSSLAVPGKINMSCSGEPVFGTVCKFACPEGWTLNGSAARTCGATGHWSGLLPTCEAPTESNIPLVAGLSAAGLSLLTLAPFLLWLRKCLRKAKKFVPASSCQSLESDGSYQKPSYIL
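Assay system: HUVEC primary endothelial cells. Input: 3,000 HUVEC seeded per well. Doses: one compound dose added by pin transfer. Read-out basis: % PE-positive cells. Benchmarks: TNF-alpha high, DMSO low. Detection: immunofluorescence imaging. Buffer or medium: EGM-2, gelatin.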
PGC1a acetyl inh = modulators of PGC1a acetylation; U2OS PGC1a acetylation, AlphaScreen anti-acetyl-lysine; with virally co-expressed GCN5 acetyltransferase; inhibition, % at 15.6 µM; 350,000 compounds, 0.17% hits;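 active means every replicate shows inhibition of at least 40%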;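 further: 0% = neutral control wells and 100% = positive control wells; some results beyond the cut were filed as inactive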
ERAP1 HTS inh = inhibitors of human ERAP1 aminopeptidase; 340,000 compounds, 0.15% hits; recombinant ERAP1, Leu-AMC fluorescence, 60 min; AID 652197; inhibition, % at 10.7 µM;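 active means mean replicate inhibition of at least 30%, or all replicates individually reaching that 30% level; inactive means mean below 30% and not every replicate reaching it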;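 further: 0% = neutral control wells and 100% = L-leucinethiol positive control wells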
RAD52 anneal inh = inhibitors of human RAD52 DNA annealing | P43351 | recombinant RAD52 DNA annealing, FRET fluorescence | 360,000 compounds, 0.46% hits | inhibition, % at 18.7 µM | AID 651710;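 active means every replicate showing at least 50% inhibition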
Target sequence (P43351 whole entry, looked up): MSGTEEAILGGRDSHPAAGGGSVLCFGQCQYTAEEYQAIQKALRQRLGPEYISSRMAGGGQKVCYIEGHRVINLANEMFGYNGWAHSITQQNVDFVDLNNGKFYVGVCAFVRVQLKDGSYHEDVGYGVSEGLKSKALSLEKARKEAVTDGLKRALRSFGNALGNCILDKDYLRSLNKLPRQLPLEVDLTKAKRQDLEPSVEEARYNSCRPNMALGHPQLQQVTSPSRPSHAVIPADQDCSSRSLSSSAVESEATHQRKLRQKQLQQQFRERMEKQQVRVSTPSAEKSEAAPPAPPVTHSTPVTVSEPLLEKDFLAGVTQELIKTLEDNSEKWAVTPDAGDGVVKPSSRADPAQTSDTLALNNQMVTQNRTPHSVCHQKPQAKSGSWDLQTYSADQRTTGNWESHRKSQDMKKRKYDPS
Cneo AK release = causes C. neoformans cell lysis | adenylate kinase release luminescence, 4 h; normalised: neutral wells 0, clomiphene wells 100 | lysis activity, % at 15 µM | 360,000 compounds, 0.2% hits | AID 651654;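 active means mean lysis activity across replicates of at least 80%, whatever share of replicates individually reach that level; inactive means mean lysis activity below 80%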
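read-out = cell lysis signal | test system = log-phase Cryptococcus neoformans yeast cells | input = cells at 5 × 10^6 per mL | medium = fresh YPD growth medium | signal = luminescent adenylate kinase detection reagent | timing = 4 h at 37 °C static, read 1 h later | dosing = single dose | controls = Clomiphene as positive lysis control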
An asterisk follows results filed as active; · = not tested or not shown; & = joins results of further samples; ! = not active in a repeat; [ ] = remark or other dose. Rows were taken by chance; any-hit rate near 1.4%.

Results follow in this order: miR-122 sensor	PglD inh	RAD54 branch	E-selectin induc	PGC1a acetyl inh	ERAP1 HTS inh	RAD52 anneal inh	Cneo AK release
> Cn1cnnc1Sc1cc(N2CCN(S(=O)(=O)c3ccc4ccccc4c3)CC2)ccc1[N+](=O)[O-]
    -13	-6	-2	·	-4	·	·	0
> O=C(O)c1ccc(Cl)c(S(=O)(=O)Nc2ccc(S(=O)(=O)Nc3cccc(Cl)c3)cc2)c1
    46	4	-1	-0.1	-5	-1	-34	3
> CCC(C)NC(=O)c1ccccc1NC(=O)CN1C(=O)c2ccccc2S1(=O)=O (stereo not given)
    -6	-6	-2	·	-2	·	2	1
> C[C@@H]1CCCCO[C@@H](CN(C)Cc2ccc(Cl)c(Cl)c2)[C@@H](C)CN([C@H](C)CO)C(=O)c2cc(NC(=O)Nc3ccc(C(F)(F)F)cc3)ccc2O1
    16[16.7 µM]	1	-2	-0.2	7	0	5	2
> O=C(COc1ccccc1Cl)N1CCN(c2ccc(F)cc2)CC1
    -2	-1	-4	·	-5	·	·	-2
> Cc1occc1-c1nnc(SCC(=O)N2CCOCC2)n1CC(C)C
    -16	-2	1	·	-1	·	·	0
> C[C@@H]1CCCCO[C@@H](CN(C)C(=O)C2CCCCC2)[C@H](C)CN([C@@H](C)CO)C(=O)c2cc(NC(=O)Nc3ccc4c(c3)OCO4)ccc2O1
    -4[16.7 µM]	0	7	-0.3	7	7	0	0
> Cn1c(=O)[nH]c(=O)c2[nH]c(CN3CCN(Cc4ccccc4)CC3)nc21
    -8	-3	-13	2.1	6	4	-11	0
> Cc1ccc(S(=O)(=O)Nc2ccc3c(c2)C(=O)N([C@H](C)CO)C[C@H](C)[C@@H](CN(C)C(=O)Nc2ccc(C(F)(F)F)cc2)OCCCC[C@H](C)O3)cc1
    -6[16.7 µM]	1	-4	0.1	14	5	-23	2
> CC1(c2cccc(Br)c2)NC(=O)N(CC(=O)Nc2ccc(S(N)(=O)=O)cc2)C1=O (stereo not given)
    -6	-1	7	·	11	0	-11	0
> O=S(=O)(NCC[C@H]1CC[C@H](NS(=O)(=O)c2cccc(Cl)c2)[C@@H](CO)O1)c1cccc(F)c1
    ·	-1	0	0.1	-4	2	2	-4
> O=C(C[C@H]1CC[C@@H](NC(=O)NC2CCCC2)[C@H](CO)O1)NCc1ccc(F)cc1
    7[16.7 µM]	-2	2	0.0	13	3	6	52
> CC(C)Oc1cc(F)ccc1-c1cc(C(=O)NCc2ccccc2)[nH]n1
    2	3	9	0.0	1	2	-3	1
> Cc1cc(=O)n2c3ccccc3n(CC(O)CN3CCN(CCO)CC3)c2c1C#N (stereo not given)
    ·	-1	37	-0.2	0	-1	3	0
> Cc1ccc(NC(=O)C(C)OC(=O)c2ccc(NS(=O)(=O)c3ccc(F)c(F)c3)cc2)cc1 (stereo not given)
    4	4	12	·	·	·	·	-1
> CNC[C@H]1Oc2ccc(NC(=O)CCN3CCOCC3)cc2C(=O)N([C@@H](C)CO)C[C@H]1C
    0[16.7 µM]	-1	-10	0.0	-4	0	-2	5
> O=C(C[C@@H]1C[C@H]2c3cc(NS(=O)(=O)c4ccc(F)cc4)ccc3O[C@H]2[C@@H](CO)O1)NCc1ccccn1
    -2[16.7 µM]	0	6	0.0	-4	-2	1	6
> COCCNC(=O)c1c(NC(=O)c2nc(SC)ncc2Cl)sc2c1CCCC2
    -4	-5	-4	·	0	0	-60	0
> CCCc1nc(SCc2ccccc2Cl)n[nH]1
    5	-2	1	·	9	·	·	-1
> Cc1ccc(Cl)cc1NC(=O)c1ccccc1OCC(=O)N1CCOCC1
    -6	2	-13	-0.3	3	-1	-4	-1
> Cc1ccc(OCc2nnc(SC(C)C(=O)O)n2-c2ccccc2)cc1 (stereo not given)
    19	0	-3	0.1	5	-2	-8	3
> Cc1ccc(N2CC(NS(=O)(=O)c3cc(F)ccc3F)CC2=O)cc1C (stereo not given)
    -3	·	·	3.9	·	-1	-11	·
> O=C(CN1CCN(S(=O)(=O)c2ccc(F)cc2)CC1)Nc1cc(C(F)(F)F)ccc1Cl
    2	1	3	·	-1	·	·	4
> O=C(C[C@H]1CC[C@@H]2[C@H](COC[C@H](O)CN2Cc2ccc3c(c2)OCO3)O1)Nc1ccccc1
    4[16.7 µM]	-1	5	0.0	8	-2	4	-1
> CC(C)c1ccc(/C=N/NC(=O)c2nnn(-c3nonc3N)c2CN2CCOCC2)cc1
    5	-4	10	·	13	1	-14	0
> CC1CN(C2CCCCC2)C(=S)N(c2ccccc2)C1=O (stereo not given)
    ·	-3	-6	2.5	-16	1	-3	0
> COc1ccccc1C(O)c1ncc(-c2ccccc2C)[nH]1 (stereo not given)
    -1	-5	-4	0.3	10	3	-7	2
> CC(C)(C)OC(=O)N1O[C@H]2CC1[C@@H]1[C@@H]2N=NN1CCc1ccncc1
    1	4	9	-0.1	8	·	-3	0
> CN1C(=O)c2cc(NS(=O)(=O)c3ccc(F)cc3)ccc2OC[C@@H]2O[C@@H](CC(=O)NCC(F)(F)F)CC[C@@H]21
    2[16.7 µM]	3	-20	-0.1	0	-4	-11	1
> CN1CCN(c2nc(C#N)cc(-c3ccccc3)n2)CC1
    -5	0	37	·	1	·	·	-2
> Cc1cccc(NC(=O)Nc2ccc(OCc3ccccc3)cc2)n1
    ·	0	4	·	5	-8	-8	0
> CC(=O)Nc1nc2ccc(S(=O)(=O)N3CCCC3)cc2s1
    -4	0	-1	-0.1	·	3	-6	-1
> Cc1ccc(N2CC(C(=O)NCCC(C)C)CC2=O)cc1 (stereo not given)
    -1	-156	-5	·	10	·	·	4
> CN(C)C(=O)c1ccc(-c2ccc([C@H]3[C@@H](C#N)N[C@@H]3CO)cc2)cc1
    ·	4	2	-0.3	-2	·	8	-10
> COc1ccc(C(C)=O)cc1CN1C(=O)NC2(CCCCC2C)C1=O (stereo not given)
    -3	-7	-1	·	-7	·	·	-2
> Cc1ccsc1CN(C)CC(=O)NCC(=O)Nc1ccc(F)cc1
    6	0	-4	·	-2	-3	-18	0
> C#CC1(O)CCC2C3CCC4=C(CCC(=O)C4)C3CCC21C (stereo not given)
    -3	-5	-4	-0.2	13	-4	-4	0
> O=C(NCCO)c1ccc2c3n(nc2c1)-c1ccc(Cl)cc1CO3
    -3	-1	7	1.2	·	·	·	13
> Fc1ccc(-c2ccc(C3[C@@H]4CN(Cc5ccccc5)C[C@H]3N4)cc2)cc1 (stereo not given in full)
    ·	·	·	-0.1&-0.1	-13&-53	0&0	78*!	·
> C[C@@H]1CCCCO[C@@H](CN(C)C(=O)C2CCCCC2)[C@H](C)CN([C@H](C)CO)C(=O)c2cc(NC(=O)c3ccccc3)ccc2O1
    -9[16.7 µM]	2	-8	0.8	-5	0	3	-1
> CN(C)S(=O)(=O)c1ccc(NC(=O)CN2CCN(c3ccccn3)CC2)cc1
    ·	2	3	0.1	·	0	-22	-1
> N#Cc1cc(Oc2ccc(Cl)cc2)c(N2CCOCC2)cc1C#N
    0	-3	0	·	-11	·	·	-4
> C[C@@H]1CN([C@@H](C)CO)C(=O)c2cc(NS(=O)(=O)c3cn(C)cn3)ccc2O[C@@H](C)CCCCO[C@@H]1CN(C)C(=O)Nc1ccccc1
    9[16.7 µM]	-4	4	-0.2	5	1	-8	-2
> CN(C(=O)c1cc(COc2c(F)cccc2F)on1)C1CCOC1 (stereo not given)
    ·	0	-4	1.7	·	-3	2	-2
> COCc1cc(=O)c2ccccc2o1
    -4	-3	2	0.9	5	-2	-2	3
> Cc1occc1C(=O)NC(C)C12CC3CC(CC(C3)C1)C2 (stereo not given)
    -4	·	·	·	0	-2	0	·
> C[C@@H]1CN([C@H](C)CO)C(=O)CCCn2cc(nn2)CO[C@H]1CN(C)S(=O)(=O)c1ccccc1C#N
    -9	-3	-1	-0.2	3&4	-1&-1	0&2	-2
> O=C(c1ccc(F)cc1)N1CC(=O)N2[C@@H](CO)[C@H](c3ccc(C4=CCCC4)cc3)[C@@H]2C1
    ·	·	·	0.2	-1	0	4	·
> CCCCn1c(N)c(N(CCOC)C(=O)COc2ccc(OCC)cc2)c(=O)[nH]c1=O
    -3	3	-2	3.3	4	1	-14	1
> O=S(=O)(c1cccs1)N1CCN(Cc2nc3ccccc3s2)CC1
    -1	24*	2	0.3	2	·	·	-1
> O=C(O)CSC(C(=O)Nc1ccc(C(F)(F)F)cc1)c1ccccc1 (stereo not given)
    3	2	7	·	·	·	·	1
> Cc1ccc(-c2ccccc2[C@H]2[C@@H](CO)N(C(=O)NC3CCCC3)[C@H]2C#N)cc1
    ·	·	·	0.0	-8	1	-8	·
> COc1ccc(C(=O)N2CCN(Cc3ccc4c(c3)OCO4)CC2)cc1OC
    0	-7	-1	·	3	0	-7	1
> O=C(NC1CCCCC1)c1cc(F)cc2c1OCOC2
    0	-8	0	-0.2	-1	1	-11	-2
> O=C(C1CCCN(Cc2ccc([N+](=O)[O-])cc2)C1)N1CCCCC1 (stereo not given)
    -1	1	-15	0.1	6	-6	1	2
> CC(C)C[C@@H](CSc1ccc(Br)cc1)N1CCN(CCc2ccccc2)CCC1=O
    -4	5	1	0.3	-5	4	-27	0
> CCOc1ccc(N(CC(=O)NCCSCc2ccccc2Cl)S(C)(=O)=O)cc1
    1	2	9	-0.1	2	1	-7	2
> O=C(Nc1ccncc1)C1CCC(CNS(=O)(=O)c2cccc3nsnc23)CC1 (stereo not given)
    18	-1	5	-0.1	7	·	-13	0

Structures from the list above with two or more sulfur atoms (eight):
Results follow in this order: miR-122 sensor	PglD inh	RAD54 branch	E-selectin induc	PGC1a acetyl inh	ERAP1 HTS inh	RAD52 anneal inh	Cneo AK release
> Cn1cnnc1Sc1cc(N2CCN(S(=O)(=O)c3ccc4ccccc4c3)CC2)ccc1[N+](=O)[O-]
    -13	-6	-2	·	-4	·	·	0
> O=C(O)c1ccc(Cl)c(S(=O)(=O)Nc2ccc(S(=O)(=O)Nc3cccc(Cl)c3)cc2)c1
    46	4	-1	-0.1	-5	-1	-34	3
> O=S(=O)(NCC[C@H]1CC[C@H](NS(=O)(=O)c2cccc(Cl)c2)[C@@H](CO)O1)c1cccc(F)c1
    ·	-1	0	0.1	-4	2	2	-4
> COCCNC(=O)c1c(NC(=O)c2nc(SC)ncc2Cl)sc2c1CCCC2
    -4	-5	-4	·	0	0	-60	0
> CC(=O)Nc1nc2ccc(S(=O)(=O)N3CCCC3)cc2s1
    -4	0	-1	-0.1	·	3	-6	-1
> O=S(=O)(c1cccs1)N1CCN(Cc2nc3ccccc3s2)CC1
    -1	24*	2	0.3	2	·	·	-1
> CCOc1ccc(N(CC(=O)NCCSCc2ccccc2Cl)S(C)(=O)=O)cc1
    1	2	9	-0.1	2	1	-7	2
> O=C(Nc1ccncc1)C1CCC(CNS(=O)(=O)c2cccc3nsnc23)CC1 (stereo not given)
    18	-1	5	-0.1	7	·	-13	0
